ADAM10 inh – ADAM10 inhibition, QFRET primary screen. inhibition, % at 7 µM. recombinant ADAM10, EDANS/DABCYL FRET peptide cleavage, 3 h. AID 720582. 370,000 tested, 0.62% active;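 active = inhibition above a per-campaign cutoff equal to the mean of compounds falling between control-based bounds plus 3 SD, cut at about 20% in these data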;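 also: 0% = DMSO wells while the 100% control is not disclosed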
Target sequence (O14672 214-748 limits assumed): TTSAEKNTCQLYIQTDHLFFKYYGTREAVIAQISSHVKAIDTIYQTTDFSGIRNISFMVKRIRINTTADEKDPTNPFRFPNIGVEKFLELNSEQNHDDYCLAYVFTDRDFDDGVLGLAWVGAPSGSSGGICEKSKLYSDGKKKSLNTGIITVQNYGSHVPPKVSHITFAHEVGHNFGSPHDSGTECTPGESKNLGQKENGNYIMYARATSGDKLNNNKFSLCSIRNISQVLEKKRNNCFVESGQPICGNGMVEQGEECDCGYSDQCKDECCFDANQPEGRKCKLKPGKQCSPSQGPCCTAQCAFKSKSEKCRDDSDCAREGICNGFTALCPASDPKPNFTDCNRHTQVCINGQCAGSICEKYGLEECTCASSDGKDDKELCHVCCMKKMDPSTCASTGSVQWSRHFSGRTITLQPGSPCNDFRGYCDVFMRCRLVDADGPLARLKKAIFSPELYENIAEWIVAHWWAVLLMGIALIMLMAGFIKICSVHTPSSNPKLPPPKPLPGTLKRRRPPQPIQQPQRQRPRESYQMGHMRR
Tn6 DDE FP – disrupts Tn6 cyclic peptide binding to fibrin D-Dimer-E complex | P02675 | Fibrin DD(E) TRITC-Tn6 fluorescence polarization displacement | inhibition, % at 8.3 µM | 370,000 tested, 0.21% active | AID 720509;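 active = inhibition above a per-campaign cutoff: mean of compounds within control limits plus 3 SD, cut at about 15% in these data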;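 also: 0% = median of all compound wells on the plate and 100% = blocking peptide control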
Target sequence (P02675 whole entry, looked up): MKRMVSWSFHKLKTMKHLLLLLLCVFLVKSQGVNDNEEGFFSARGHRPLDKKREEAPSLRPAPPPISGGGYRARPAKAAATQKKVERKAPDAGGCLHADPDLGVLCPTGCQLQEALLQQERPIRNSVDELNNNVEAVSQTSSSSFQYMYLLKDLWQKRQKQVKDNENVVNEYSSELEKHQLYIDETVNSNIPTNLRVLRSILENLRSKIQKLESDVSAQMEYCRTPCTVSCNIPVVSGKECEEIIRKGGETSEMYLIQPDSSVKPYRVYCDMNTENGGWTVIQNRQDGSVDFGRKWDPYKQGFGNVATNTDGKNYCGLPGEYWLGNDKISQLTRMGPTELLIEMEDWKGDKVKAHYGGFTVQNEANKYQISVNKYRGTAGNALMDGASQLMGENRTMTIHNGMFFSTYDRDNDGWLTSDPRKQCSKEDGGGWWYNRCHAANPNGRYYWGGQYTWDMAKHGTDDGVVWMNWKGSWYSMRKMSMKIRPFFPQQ
ASAP1 GAP inh – ASAP1 ArfGAP inhibition; ASAP1-stimulated ARF1 GTP hydrolysis, GDP FP detection; inhibition, % at 16.5 µM; 360,000 tested, 0.19% active; in the data active = inhibition above about 25%;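 also: 0% = vehicle with enzyme and substrate and 100% = no enzyme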
ADAM17 inh – inhibits human ADAM17; AID 720648; inhibition, % at 6.95 µM; 370,000 tested, 0.83% active; recombinant ADAM17, EDANS/DABCYL FRET peptide cleavage; P78536;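 active = inhibition above the mean of compounds lying between control limits plus 3 SD, set per campaign, cut at about 8.5% in these data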;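 also: 0% = DMSO-only wells as the low control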
KLK7 zymogen act – activates the human kallikrein-7 zymogen. P49862. purified proKLK7, EDANS-DABCYL substrate fluorescence; 100% is mature enzyme control, 0% vehicle. activation, % at 7 µM. 370,000 tested, 0.9% active. AID 652039;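 active = activation above the mean of all tested compounds plus 3 SD, computed per campaign excluding outliers beyond control limits, cut at about 13% in these data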
TDP2 absorb – blocks human TDP2 phosphodiesterase activity; 370,000 tested, 0.34% active; inhibition, % at 12.8 µM; recombinant TDP2, T5PNP hydrolysis, p-nitrophenol absorbance 415 nm; O95551;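 active = inhibition above the mean of all tested compounds plus 3 SD, set per campaign, cut at about 25% in these data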;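 also: 0% = DMSO with enzyme and 100% = buffer with substrate but no TDP2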
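test system = human TDP2 enzyme | input = TDP2 enzyme at 120 nM final | medium = 50 mM Tris-HCl pH 7.5 with Mg2+, KCl, DTT, BSA | also added = T5PNP substrate, 5 mM | times = 2 h at 37 °C | technique = epi absorbance | benchmarks = high control without enzyme, low control DMSO plus TDP2 | replication = each compound tested once, singlicate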
PLCg1 inh – blocks human PLC-gamma1 enzyme activity | 370,000 tested, 0.84% active | P19174 | purified PLC-gamma1, fluorogenic substrate, fluorescence | AID 720700 | inhibition, % at 12.2 µM; in the data active = inhibition above about 9.5%
LEDGF integ inh – blocks HIV-1 LEDGF/p75-dependent DNA integration; TR-FRET IN-LEDGF/p75 DNA integration, Eu/Cy5; inhibition, % at 3.7 µM; 370,000 tested, 0.64% active;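 active = inhibition above the screen-wide mean plus 3 SD, cut at about 13% in these data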;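 also: signal is the Cy5 over europium emission ratio at 671 and 618 nm; 0% = plate median of compound wells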
Tn7 DDE FP – inhibitors of Tn7 peptide binding to human fibrin DD(E). FP displacement of FITC-Tn7 peptide from fibrin DD(E); 0% = median of compound wells per plate. inhibition, % at 8.3 µM. 370,000 tested, 0.13% active;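 active = inhibition above the mean of compounds falling within the control limits plus 3 SD of them, cut at about 14% in these data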;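 also: 0% = plate median of compound wells and 100% = 10 µM Aha-Tn7 peptide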
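assay system = human clot-derived fibrin DD(E) complex | quantity = Fibrin-DD(E) at 2 µM final | timing = 10 min preincubation, 3 h with tracer, room temperature | signal = fluorescence polarization | measure = percent inhibition | benchmarks = high control wells with 10 µM unlabelled Aha-Tn7 peptide (full inhibition) | replicates = singlicate testing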
ARFGAP1 inhibitor – rat ARFGAP1 inhibition; Q62848; Arfgap1-stimulated ARF1 GTP hydrolysis, GDP FP detection; inhibition, % at 16.5 µM; 360,000 tested, 0.26% active;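 active = inhibition above a per-plate limit, mean inhibition of low control wells plus 3 SD, cut at about 25% in these data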;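 also: 0% = DMSO wells with enzyme and 100% = wells lacking Arfgap1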
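system = rat Arfgap1 catalytic domain, aa 1-136 | technique = FP, GDP Alexa 633 tracer displaced from anti-GDP antibody, 620/688 nm | compound = one concentration, 16.5 µM, DMSO 1.26% | medium = HEPES-based buffer, pH 7.5 | timing = compound-enzyme preincubation 20 min, reaction 120 min, detection 60 min, 25 °C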
* hit, by the source's call. The order is random. About 4.2% of those tested had a hit in this group.

SMILES	ADAM10 inh	Tn6 DDE FP	ASAP1 GAP inh	ADAM17 inh	KLK7 zymogen act	TDP2 absorb	PLCg1 inh	LEDGF integ inh	Tn7 DDE FP	ARFGAP1 inhibitor
CS(=O)(=O)c1ccc(C(=O)OCC(=O)c2ccc(Cl)s2)cc1	-3	4	-4	3	0.1	-6	3	3	-3	-2
CCN1CCN(C(=O)c2cc3c(=O)n(C)c4ccccc4c3n2C)CC1	-34	-6	14	-8	-1.0	6	-12	-2	-1	-10
COc1ccc(N2CC(C(=O)Nc3ccncc3)CC2=O)cc1 (configuration not stated)	5	6	2	-4	-0.4	-12	9	-3	-1	8
NC(=O)C1(N2CCCCC2)CCN(S(=O)(=O)c2ccccc2)CC1	-6	0	-2	-5	-0.1	3	4	-4	1	3
CC(=O)Nc1cccc(OCCCNC(=O)c2ccc(F)cc2)c1	-1	-1	-3	-5	0.1	9	2	2	2	-4
O=C(/C=C/c1ccc(F)cc1)NCCNC(=O)/C=C/c1ccc(F)cc1	6	-7	-6	1	0.2	6	-2	-4	1	-11
COC(=O)c1ccc(NC(=O)CN2CCN(c3ccc(Cl)cc3)CC2)cc1	-2	4	17	0	0.6	0	1	0	-4	5
COc1ccccc1N1C(=O)C2CC(C)=C(C)CC2C1=O (configuration not stated)	2	-1	-1	-4	0.3	-8	-1	1	2	7
COc1cc(C)c(Cl)cc1S(=O)(=O)NCC1CCCO1 (configuration not stated)	3	10	3	-6	-0.4	1	1	-1	-2	-3
COc1ccc(OC)c(C(=O)c2ccc(C(=O)O)cc2)c1	16	-1	8	8	-0.4	-18	8	3	-6	-12
COc1ccc(NS(=O)(=O)c2ccc3c(c2)CCO3)cc1	4	-1	9	2	0.9	-11	8	1	5	4
CC(=O)CCN1CCSCCS1(=O)=O	2	9	-11	0	0.3	0	1	3	-5	-10
Cc1c(C(=O)Cc2ccccc2)n(C)c2ccccc12	-4	3	-4	-6	-1.1	-1	-30	-2	10	-20
O=C(Nc1ccc(NC(=O)c2ccco2)c(Cl)c1)c1ccc2c(c1)OCCO2	-5	7	0	-5	0.4	17	-1	-4	4	5
CC(=O)Nc1cccc(Oc2nc(NCCN(C)C)nc3ccsc23)c1	-11	-1	-4	-4	-0.1	-1	0	1	-4	0
Cc1cccc(SC2CCN(C(=O)C3CCC(=O)N(C4CC4)C3)CC2)c1 (configuration not stated)	-6	3	-7	2	0.1	4	3	-1	-4	-3
Cc1ccc2nc(C)cc(C(=O)N3CCCC(CO)(Cc4ccccc4C)C3)c2c1 (configuration not stated)	13	-1	2	1	0.2	-7	5	5	2	-6
Cc1oc2cc([N+](=O)[O-])c(O)c([N+](=O)[O-])c2c1C(=O)c1ccc(Br)cc1	5	1	-13	-1	-0.3	-2	1	3	1	-3
Cc1ccc(S(=O)(=O)Nc2cc(C(=O)N3CCOCC3)ccc2N2CCCCC2)cc1	0	0	3	1	0.1	0	1	25*	3	-12
Cc1ccc(Cl)cc1-n1c(=O)cc(N2CCN(C(=O)c3ccco3)CC2)[nH]c1=O	4	1	3	0	0.5	-8	-1	-1	3	-7
COc1c2occc2c(OC)c2c(=O)cc(C(F)(F)F)oc12	-3	2	5	-2	0.7	-4	3	1	0	0
CCN1CCN(C(c2cccs2)C(C)NC(=S)Nc2cccc(C)c2C)CC1 (configuration not stated)	-5	2	12	-3	0.6	-4	1	0	-4	-8
CCn1c(=O)cc(OCC(=O)NCCc2cccc(C)c2)c2ccccc21	-7	-5	-10	-3	-0.4	-4	-2	4	-3	4
COc1ccc(C2CCCN2C(=O)Nc2cccc(C(C)=O)c2)cc1OC (configuration not stated)	-16	3	8	-4	0.4	0	-3	0	6	8
CN(Cc1ccccc1)C(=O)c1ccc(NC(=O)Cc2cccc(NC(=O)C3CCN(C(=O)C4CCC4)CC3)c2)cc1	2	-4	6	4	0.7	5	-3	0	-2	3

Continued (5 carried over from the part before).
SMILES	ADAM10 inh	Tn6 DDE FP	ASAP1 GAP inh	ADAM17 inh	KLK7 zymogen act	TDP2 absorb	PLCg1 inh	LEDGF integ inh	Tn7 DDE FP	ARFGAP1 inhibitor
COc1c2occc2c(OC)c2c(=O)cc(C(F)(F)F)oc12	-3	2	5	-2	0.7	-4	3	1	0	0
CCN1CCN(C(c2cccs2)C(C)NC(=S)Nc2cccc(C)c2C)CC1 (configuration not stated)	-5	2	12	-3	0.6	-4	1	0	-4	-8
CCn1c(=O)cc(OCC(=O)NCCc2cccc(C)c2)c2ccccc21	-7	-5	-10	-3	-0.4	-4	-2	4	-3	4
COc1ccc(C2CCCN2C(=O)Nc2cccc(C(C)=O)c2)cc1OC (configuration not stated)	-16	3	8	-4	0.4	0	-3	0	6	8
CN(Cc1ccccc1)C(=O)c1ccc(NC(=O)Cc2cccc(NC(=O)C3CCN(C(=O)C4CCC4)CC3)c2)cc1	2	-4	6	4	0.7	5	-3	0	-2	3
OC(c1cccc(Cl)c1)c1ncc(-c2cccc3ccccc23)[nH]1 (configuration not stated)	-35	2	5	-9	-0.2	-9	-13	1	0	2
Cn1c(CCN2CCCC2)nc2cc(NS(=O)(=O)c3ccc(Cl)cc3)ccc21	-5	2	-8	-5	-4.9	-6	-7	1	11	1
CN(CCOc1ccccc1)CC(=O)Nc1ccc([N+](=O)[O-])cc1Cl	10	-3	-5	3	-0.8	-4	1	0	-6	3
COc1cccc2oc(CCc3ccccc3)cc(=O)c12	-282	-2	-1	-80	2.1	0	-57	1	5	-2
COc1ccc(-c2nnc(N(C)C(=O)C3CCOC3)s2)cc1 (configuration not stated)	-4	3	16	-5	1.0	1	0	0	-4	-2
CN(C)C(CNC(C(=O)Nc1ccc(F)cc1)c1ccccc1)c1ccccc1 (configuration not stated)	-2	1	-2	-3	0.3	7	-4	6	3	11
Cc1nc(SCC(C)C)[nH]c(=O)c1Cc1ccccc1	-8	-4	-1	-5	0.0	8	-1	0	-1	-1
Cc1cc(Nc2ccccc2F)n2ncnc2n1	-3	0	3	1	0.2	-2	1	2	-6	6
CCOC(=O)c1c(N2C(=O)Nc3ccccc3N2O)sc2c1CCCC2	2	-1	-11	0	0.0	-7	-33	4	-1	-5
Cc1ccc(C(=O)O)cc1NC(=O)c1ccc(Cn2nc(C)c(Cl)c2C)o1	3	1	1	0	-0.1	7	1	3	6	4
COCCn1c(C)cc(/C=C2/NC(=O)N(Cc3ccc(C)cc3)C2=O)c1C	-24	-7	-4	-9	-0.7	2	-39	-2	-3	4
CCN(CC)CCn1c(=S)[nH]c2cc(C(=O)NCc3ccccc3Cl)ccc2c1=O	-40	3	-12	-13	1.9	-7	-12	0	-5	3
COc1ccc2c(c1)[nH]c1c(=O)n(N)cnc12	-6	1	13	-5	0.4	3	-1	-1	-1	-3
Cc1nc(CSc2n[nH]c(=O)n2-c2cccc(F)c2)cs1	-2	-7	-1	0	-0.3	-2	2	-4	6	7
Cn1c(CO)cnc1S(=O)(=O)Cc1c(Cl)cccc1Cl	-4	2	-8	1	-0.1	11	3	-2	-6	-13
CN(C(=O)c1cccnc1)c1nc(-c2ccccc2)cs1	8	-2	9	-1	0.1	-10	9.7*	1	0	6
C=CCN1C(c2cccc(C(F)(F)F)c2)=CS/C1=C(\C#N)c1nnc(N2CCOCC2)n1-c1ccccc1	6	0	-6	-4	0.4	3	0	-2	-3	24
CC[C@]12c3[nH]c4cc(CCC(=O)N(C)C)ccc4c3CCN1C(=O)[C@@H](CC(=O)NCc1ccc(OC)c(OC)c1)C[C@@H]2C(=O)N1CCN(C(=O)c2ccco2)CC1	-3	-5	6	-1	-0.1	-10	0	1	-7	9
COc1ccc(N2CCN(C(=O)CSc3nnc(-c4cc5ccccc5cc4O)n3C)CC2)cc1	-3	4	6	-3	-0.3	-2	-12	-4	-2	12
CCN(CC)c1nc(-c2cccc(OC)c2O)nc2ccccc12	1	-7	-1	-2	0.0	8	4	-1	-3	8
O=C(Nc1ccc(Oc2ccc(NC(=O)c3ccco3)c(NC(=O)c3ccco3)c2)cc1)c1ccco1	7	-3	21	3	0.0	-7	1	-3	-6	7
CCOC(=O)c1ccc(NC(=O)COc2ccc(S(=O)(=O)N3CCCC3)cc2)cc1	-9	-2	-11	-1	0.9	0	-1	-2	9	0
COC(=O)C(C(=O)OC)c1ccc(-n2cccc2)cc1	-4	-3	-6	-5	-0.2	-5	-3	-7	-5	1
CCc1nc2ccc(C(=O)Nc3ccc(OC)c(OC)c3)cn2c1N(CCC(C)C)CCN(C)C	2	-2	1	-2	0.1	-1	-5	0	2	-4
O=C(CN1CCN(Cc2ccccc2)CC1)Nc1ccc(N2CCOCC2)cc1	-4	3	10	-2	-0.3	-12	-1	1	2	10

(more compounds)
SMILES	ADAM10 inh	Tn6 DDE FP	ASAP1 GAP inh	ADAM17 inh	KLK7 zymogen act	TDP2 absorb	PLCg1 inh	LEDGF integ inh	Tn7 DDE FP	ARFGAP1 inhibitor
C[C@@H](C(=O)CC(=O)OC(C)(C)C)[C@@H](O)c1ccccc1	-3	-4	-6	-2	0.8	-3	-1	1	5	4
Cc1ccc2ccc3cccnc3c2n1	-2	7	-6	-4	0.3	-1	1	-20	0	-26
COc1ccc2ccccc2c1CN1CCCC(CO)C1 (configuration not stated)	6	-1	2	-1	-0.3	7	0	-2	3	5
c1csc(CNc2nc(NCC3CCCCC3)c3sccc3n2)c1	-3	-5	11	-2	-0.6	-3	5	1	-4	15
Cn1nccc1C(=O)Nc1ccc(OC(=O)c2ccnn2C)cc1	2	2	-3	-1	0.4	-1	3	3	-8	10
Cc1cccc(/C=C/C(=O)c2ccc(N3CCOCC3)cc2)c1	-2	-5	10	-1	-0.5	3	-2	0	1	13
CC1CC(C)CN(S(=O)(=O)c2ccc(F)c(C(=O)Nc3ccc(Cl)cc3F)c2)C1 (configuration not stated)	6	-5	-3	0	0.4	10	-1	2	2	17
O=C(Nn1c(-c2ccc(Br)cc2)nc2ccccc2c1=O)c1cccnc1	-5	2	-14	-3	-0.6	-7	0	2	-5	5
Cn1c(SCc2nc3ccccc3c(=O)[nH]2)nnc1-c1ccco1	0	5	-3	-2	-0.8	10	-2	-1	-1	-15
CN(Cc1ccccc1)C(NC(=O)c1ccccc1)C(Cl)(Cl)Cl (configuration not stated)	8	4	-7	3	-0.5	-7	5	-2	-2	8
CCOc1ccc(C(O)C(CN2CCOCC2)c2ccccc2)cc1 (configuration not stated)	1	-4	3	0	-0.4	1	0	5	0	10
COc1cccc(CN(C)C(=O)c2ccc(S(=O)(=O)Nc3ccccc3F)cc2)c1OC	-18	-6	-4	-3	-0.3	7	-1	-5	6	0
O=C(O)C1CC=CCC1C(=O)Nc1ccc(Oc2ccc(Cl)cc2)cc1 (configuration not stated)	1	-2	1	3	0.3	-4	-1	-2	-6	7
